# Screening results as filed in PubChem.
# LDHA inh: inhibitors of human lactate dehydrogenase A; P00338; purified LDHA, NADH/diaphorase-resazurin fluorescence; hits give low values; 480,000 compounds, 0.15% hits; activity change, % (values are at about 110 or 230 µM); AID 1347041; in the data active means activity change below about -30%; inconclusive means mostly about -25% to -30%;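 further: plate controls were DMSO wells for no effect and wells without enzyme for full effect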
#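 Enzyme activity of human lactate dehydrogenase 5 (2 nM; 0.06 mM NADH, 0.2 mM pyruvate, 5 min, RT) is measured via a resazurin/diaphorase fluorescence readout of residual NADH.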
# GRP78 ERSR act: induces the endoplasmic reticulum stress response in human glioma cells; 420,000 compounds, 0.02% hits; U87-MG GRP78 promoter luciferase reporter, 16 h; Potency, µM, without a hit: at the highest dose activation, hits mostly activators; further: potency means the concentration at half of the fitted maximal effect; series mostly up to about 76 µM; % of control where 0% means no effect; nearly all actives have a fitted effect of over 35% in size
#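 Stably transfected U87-MG human glioma cells carrying a GRP78-based luminescent sensor were seeded at 1000 cells/well, pin-dosed with compounds and incubated 16 h. Luciferase reagent was then added, and end-point luminescence was read after 10 min at room temperature.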
# TrxR1 substrate: substrates of rat thioredoxin reductase 1; O89049; AID 588456; purified TrxR1 substrate turnover, NADPH consumption readout; Potency, µM (highest dose often 114 µM), for inactives: at the highest dose activity change, negative = substrate turnover; 390,000 compounds, 0.01% hits; further: potency means the concentration at half of the fitted maximal effect; on the % scale 0 is the no-effect control and ±100 the full control effect; nearly all actives have a fitted effect of over 50% in size
# Target sequence (O89049 whole entry, looked up): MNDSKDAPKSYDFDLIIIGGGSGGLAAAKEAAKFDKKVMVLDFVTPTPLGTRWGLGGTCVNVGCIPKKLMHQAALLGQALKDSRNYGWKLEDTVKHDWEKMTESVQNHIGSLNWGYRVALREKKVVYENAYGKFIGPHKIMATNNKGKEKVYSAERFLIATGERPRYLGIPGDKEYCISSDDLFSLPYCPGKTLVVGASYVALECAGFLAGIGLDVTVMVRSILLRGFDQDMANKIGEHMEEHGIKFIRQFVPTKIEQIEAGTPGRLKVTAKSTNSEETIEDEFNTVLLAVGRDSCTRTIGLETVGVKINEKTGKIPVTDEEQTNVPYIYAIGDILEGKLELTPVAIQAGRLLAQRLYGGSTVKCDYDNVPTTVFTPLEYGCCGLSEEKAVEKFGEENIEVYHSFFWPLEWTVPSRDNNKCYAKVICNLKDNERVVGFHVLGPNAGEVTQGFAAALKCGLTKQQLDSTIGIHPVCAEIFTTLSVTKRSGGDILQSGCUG
#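 Rat TrxR1, dispensed at 90 nM, was prereduced with 400 uM NADPH (final) for 5 min at ~22 deg C, then incubated with compound 15 min before 400 uM selenite. A first-read NADPH fluorescence drop versus no-compound background flagged substrates.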
# Vif-A3F inh: blocks the Vif interaction with APOBEC3F | HeLa A3F-eYFP + Vif (tagged APOBEC3F with the HIV-1 protein that degrades it), YFP fluorescence increase | Potency, µM (titrated, usually from 46.1 µM), inactives show at the top dose activity, negative = active | 390,000 compounds, 0.2% hits | AID 602313; further: potency means the concentration at half of the fitted maximal effect; % of control where 0% means no effect; nearly all actives have a fitted effect of over 65% in size
#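 Fluorescence increase (Ex 488/Em 500-530) after overnight compound treatment at 37 deg C flags inhibition of Vif-driven A3F-eYFP loss in stable HeLa A3F-eYFP/Vif cells seeded overnight beforehand.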
# PI4K2A inh: inhibitors of human PI4K2A | activity change, negative = inhibition, % at 76.9 µM | AID 1346378 | 420,000 compounds, 0.13% hits | purified PI4K2A, ADP-Glo luminescence, 1 h; hits give low values | Q9BTU6; in the data active means activity change below about -50%; inconclusive means mostly about -30% to -49%;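 further: -100% = wells without enzyme as full effect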
#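 Compounds are screened against recombinant PI4K2A using PI as substrate and ATP, the latter dispensed at 300 microM. Reactions run one hour at ambient temperature before ADP-Glo detection; full inhibition defined by wells lacking enzyme.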
# Vif-APOBEC3G blk: Vif-A3G binding inhibition; Q9HC16; HeLa A3G-eYFP + Vif (tagged APOBEC3G with the HIV-1 protein that degrades it), YFP fluorescence, overnight; Potency, µM (highest dose often 46.1 µM), for inactives: at the top dose activity, negative = active, hits mostly inhibitors; 410,000 compounds, 0.076% hits; AID 602310;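 further: potency means the concentration at half of the fitted maximal effect; on the % scale 0 is the no-effect control and ±100 the full control effect; nearly all actives have a fitted effect of over 60% in size; hits raise eYFP signal because A3G escapes Vif-driven loss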
#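 HeLa cells stably expressing Vif and C-terminally eYFP-tagged A3G, seeded overnight at 37 deg C, then exposed to compound by pintool overnight at 37 deg C. Rise in yellow fluorescence (Ex 488/Em 500-530, Acumen) marks blocked Vif-driven A3G degradation.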
# USP1 inh: blocks the human USP1/UAF1 deubiquitinase complex | O94782 | recombinant USP1/UAF1, Ub-Rhodamine cleavage fluorescence | Potency, µM (series often up to 57.1 µM), without a hit: top-dose activity change, negative = inhibition, usual class: inhibitors | 390,000 compounds, 0.23% hits; further: potency means the concentration at half of the fitted maximal effect; on the % scale 0 is the no-effect control and ±100 the full control effect; nearly all actives have a fitted effect of over 60% in size; inactives centre near -12
#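 Step one: compound is pinned into 1nM USP1/UAF1 in HEPES pH 7.8 buffer with TCEP. Step two: 15 min room-temperature incubation. Step three: Ub-Rho (150nM final) starts cleavage, tracked by fluorescence over six one-minute reads.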
# mIDH1 inhibitor: human IDH1 R132H inhibition | O75874 | IDH1-R132H enzyme, NADPH consumption, diaphorase/resazurin fluorescence | Potency, µM (series often up to 76.6 µM), inactives show at the top dose activity change, negative = inhibition, most hits filed as inhibitors | 390,000 compounds, 0.093% hits; further: potency means the concentration at half of the fitted maximal effect; on the % scale 0 is the no-effect control and ±100 the full control effect; nearly all actives have a fitted effect of over 65% in size
# Target sequence (O75874 whole entry R132H, stated change not applied): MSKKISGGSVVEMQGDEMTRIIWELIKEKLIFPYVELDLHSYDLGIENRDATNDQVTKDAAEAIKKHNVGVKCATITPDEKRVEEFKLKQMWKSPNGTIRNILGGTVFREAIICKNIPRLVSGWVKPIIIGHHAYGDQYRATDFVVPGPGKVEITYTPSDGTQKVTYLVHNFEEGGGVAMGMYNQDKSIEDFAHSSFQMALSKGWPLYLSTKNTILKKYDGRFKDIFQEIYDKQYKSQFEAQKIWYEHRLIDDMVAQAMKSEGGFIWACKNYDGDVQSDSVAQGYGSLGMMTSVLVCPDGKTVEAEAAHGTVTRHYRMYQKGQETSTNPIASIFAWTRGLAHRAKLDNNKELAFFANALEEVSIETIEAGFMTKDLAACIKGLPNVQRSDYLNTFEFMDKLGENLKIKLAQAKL
#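 IDH1-R132H (0.5 ug/mL dispensed) in pH 7.5 Tris buffer was preincubated 30 min with compound, then given a substrate mix of 0.016 mM NADPH and 2 mM alpha-KG for 80 min at room temperature; remaining NADPH was read by diaphorase/resazurin fluorescence.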
# RXFP1 agonist: RXFP1 (human) receptor agonism; 370,000 compounds, 0.3% hits; Potency, µM (doses to about 57.5 µM), for inactives: at the top dose activation, hits mostly activators; AID 2676; HEK293T-RXFP1 cAMP TR-FRET, 30 min; response scale: percent of porcine relaxin response, buffer zero; further: potency means the concentration at half of the fitted maximal effect; on the % scale 0 is the no-effect control and ±100 the full control effect; nearly all actives have a fitted effect of over 60% in size; many of its hits are not listed in these tables
#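 Agonist response is measured as cAMP accumulation in an RXFP1-transfected HEK293T line under PDE4 inhibition. Values are scaled between buffer-only and 29 nM porcine relaxin, and EC50s come from standard Hill equation fits.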
# * hit, by the source's call; ? = inconclusive; nt = not tested or not shown; & = joins results of further samples; [ ] = another dose, or the depositor's remark. Unless noted, the call rests on the fitted dose curve; in most records, active means well fitted curve in the direction sought with a large enough effect; inconclusive means small, poorly fitted or top-dose-only effect, or another doubt; inactive means no such curve, though single readings can be large; an effect the other way counts as inactive or inconclusive. This is a subset; count on the stated rates, not on these rows.
SMILES,LDHA inh,GRP78 ERSR act,TrxR1 substrate,Vif-A3F inh,PI4K2A inh,Vif-APOBEC3G blk,USP1 inh,mIDH1 inhibitor,RXFP1 agonist
COc1cccc(-c2csc(NC3OC(=O)c4c3ccc(OC)c4OC)n2)c1 (stereo not drawn),0&0,2%,3%,-6%,10,-28%,-19%,-5%,-0.5%
O=c1[nH]cnc2c1sc1nc(C(F)F)cc(-c3ccccc3)c12,-8,-1%,17%,2%,2,-8%,-11%,1%,?
O=C(OCC(=O)C12CC3CC(CC(C3)C1)C2)c1ccc(CO)cc1,-1,3%,5%,4%,1,2%,-17%,6%,0.5%
CCOc1ccc(NC(=O)CN(C)C(=O)CN2C(=O)C3CCCCC3C2=O)cc1OCC (stereo not drawn),1,-4%,5%,3%,-3,2%,-20%,13%,2.7%
COc1ccc(OC)c(S(=O)(=O)n2c([N+](=O)[O-])cnc2C)c1,-4,-5%,4%[57.1 µM],8%,1,4%,-3%,8%,1.0%
COC(=O)c1ccc2nc(C)c(C)nc2c1,0,1%,4%,-4%,-8,1%,-20%,6%,1.1%
COc1cccc(CNC(=O)CCS(=O)(=O)c2ccc3c(c2)CC(C)N3C(=O)C2CC2)c1 (stereo not drawn),-3&-4,-7%&-3%,4%[57.1 µM],-3%&-1%,9&4,0%&-1%,-17%&5%,1%&32%,1.2%&0.6%
COc1ccc(S(=O)(=O)Nc2cc3c(C(C)=O)c(C)oc3c3ccccc23)cc1,13,-5%,7%[57.1 µM],-10%,1,?,-2%,3%,7.3%
Cn1c(CNc2ccccc2O)nc2ccccc21,8,4%,-5%[57.1 µM],2%,0,-8%,-10%,11%,-1.7%
CCOC(=O)c1ccccc1NC(=O)CN(c1ccccc1)S(=O)(=O)N(C)C,-6,-1%,4%[57.1 µM],-4%,0,2%,9%,4%,-1.5%
O=C(NCc1ccccc1)c1ccc(NS(=O)(=O)c2cccs2)cc1,-19,-4%,-10%,-5%,2,2%,-15%,-25%,6.8%
CCCCn1c(N)c(N(CC)C(=O)CSCc2ccc(C)cc2)c(=O)[nH]c1=O,-4,-1%,1%,-1%,-2,5%,-23%,-2%,-0.4%
C=CCOC(=O)C1=C(C)OC(N)=C(C#N)C1c1ccoc1 (stereo not drawn),7,-5%,5%,?,0,-2%,-20%,6%,0.1%
Cc1ccc(CN(C(=O)COc2ccccc2[N+](=O)[O-])c2ccccn2)cc1,-3,3%,0%,2%,7,2%,?,-1%,?
Cc1cc(-n2c(C)cc(C(=O)CSc3ccc4c(c3)OCCO4)c2C)no1,4,-4%,-2%[57.1 µM],-1%,1,1%,-17%,13%,-0.1%
O=C(/C=C/c1cccc(Cl)c1)c1nc2ccccc2[nH]1,-1,-15%,0%,nt,14,?,-18%,-1%,0.7%
COc1ccc(/C=N/n2cnnc2SCc2ccccc2)cc1,0,-3%,-2%[57.1 µM],7%,7,1%,-16%,1%,0.1%
CCOC(=O)c1sc(NC(=O)/C=C/c2ccccc2)nc1C,-8,0%,18%,-10%,4,1%,-7%,-5%,0.8%
O=C1Cc2ccccc2C(=O)N1Cc1ccccc1,3,-4%,-14%[57.1 µM],-3%,?,-2%,3.2µM*,2%,2.3%
COc1ccc(NC(=O)c2ccco2)cc1NC(=O)c1cc(OC)c(OC)c(OC)c1,-1,-1%,1%,-4%,1,-1%,-21%,-19%,2.6%
O=[N+]([O-])c1ccccc1S(=O)(=O)N/C(=N/S(=O)(=O)c1ccccc1)c1ccccc1,-13,-4%,-1%,-24%,-9,1%,?,-8%,nt
COC(=O)C1CCN(C(=O)c2cc(S(=O)(=O)N3CCCCC3)ccc2Cl)CC1,-4,0%,2%,0%,1,0%,-9%,-12%,0.3%
O=C(Nc1ccc2oc(-c3cccc4ccccc34)nc2c1)c1ncn[nH]1,-10,3%,9%,-6%,-4,-3%,-2%,0%,1.2%
CCOC(=O)C1CCN(C(=O)c2cccc(Cl)c2)CC1,-4,2%,5%[57.1 µM],-2%,5,0%,-6%,-2%,-0.1%
Cc1ccccc1NS(=O)(=O)c1cc(C(=O)NCc2ccncc2)ccc1Cl,-3,-1%,-2%,0%,-2,0%,-19%,8%,3.2%
# More compounds
SMILES,LDHA inh,GRP78 ERSR act,TrxR1 substrate,Vif-A3F inh,PI4K2A inh,Vif-APOBEC3G blk,USP1 inh,mIDH1 inhibitor,RXFP1 agonist
CCC1Oc2ccccc2N(CC(=O)NCc2ccco2)C1=O (stereo not drawn),-2,-2%,7%,-12%,5,-3%,-18%,7%,-1.5%
FC(F)(F)c1ccc(CN2CCCCCC2)cc1,-21,1%,15%[57.1 µM],-4%,-1,0%,?,2%,0.1%
C#CCNC(=O)C1=C[C@@H](c2ccc(C#C)cc2)[C@H](CCCO)[C@@H](OCC)O1,-4,0%,-2%,2%,-4,-3%,-11%,3%[38.3 µM],-2.4%
CC(=O)c1sc(NC(C)c2ccccc2)nc1C (stereo not drawn),1,-2%,1%,1%,-2,-2%,-1%,6%,10%
Cc1ccc(NC(=O)c2cc3c([nH]c2=O)CC(C)(C)CC3=O)cc1,-2,1%,3%,nt,nt,4%,nt,nt,nt
CC(C)Oc1ccc(S(=O)(=O)N2CCOCC2)cc1NC(=O)CC1CC2CCC1C2 (stereo not drawn),-3,-4%,nt,-6%,0,-2%,?,11%,nt
CCCn1c2ccccc2c2cnn(CC(=O)N3CCCC(C)C3)c(=O)c21 (stereo not drawn),-2,-2%,1%,0%,3,4%,-3%,-10%,2.3%
N#CC1=C(N)C(C#N)(C#N)[C@H](c2ccsc2)[C@H]2COCC=C12,-3,-3%,9%,-8%,11,0%,-23%,?,0.1%
Cc1ccc(Cn2c(CO)cnc2SCC(=O)Nc2cccc(F)c2)cc1,0,-2%,1%[57.1 µM],2%,-1,-2%,-29%,0%,2.3%
COC(=O)c1ccc(NC(=S)NC(=O)c2cccnc2)cc1,-2,0%,-1%,-5%,-1,-2%,-16%,-1%,0.6%
COc1ccc(CNC(=O)CC(C)c2ccccc2)cc1 (stereo not drawn),0,-1%,3%,-9%,-1,0%,-17%,3%,-0.8%
O=C(c1ccc(-n2cccc2)cc1)N1CCOCC1,-6,4%,4%[57.1 µM],6%,-4,-1%,-20%,4%,-0.2%
COC(=O)NNC(=O)c1ccc(Cl)cc1Cl,-7,-3%,4%,-4%,-4,-5%,-11%,-2%,2.6%
CCCCNC(=O)C1(C)CCCCN1C(=O)c1c(Cl)cccc1Cl (stereo not drawn),-8,-2%,nt,nt,6,-2%,nt,nt,nt
CCN(CC(=O)NCc1cccs1)C(=O)/C=C/c1cccc(Cl)c1Cl,-2,1%,5%,1%,5,-4%,-16%,4%,2.6%
O=C(O)c1cc2c(s1)-c1ccccc1CC2,-6,-2%,545%[activator],-11%,2,-7%,-4%,4%,-0.6%
COc1ccccc1CNC(=O)CCCn1nc(C)c2sc3ccccc3c2c1=O,0,1%,11%,3%,-3,0%,?,-6%,3.7%
Cc1ccc(OCC(=O)N2CC3(C)CC2CC(C)(C)C3)cc1 (stereo not drawn),2,2%,1%,-16%,-2,0%,-20%,3%,-0.1%
Cc1cc(=O)n(Cc2ccccc2Cl)c2c1c(C)nn2-c1ccccc1,-1,-2%,2%[57.1 µM],2%,-3,0%,-3%,5%,-1.3%

# Part of the list above, with tabs.
Molecule	LDHA inh	GRP78 ERSR act	TrxR1 substrate	Vif-A3F inh	PI4K2A inh	Vif-APOBEC3G blk	USP1 inh	mIDH1 inhibitor	RXFP1 agonist
CCC1Oc2ccccc2N(CC(=O)NCc2ccco2)C1=O (stereo not drawn)	-2	-2%	7%	-12%	5	-3%	-18%	7%	-1.5%
FC(F)(F)c1ccc(CN2CCCCCC2)cc1	-21	1%	15%[57.1 µM]	-4%	-1	0%	?	2%	0.1%
C#CCNC(=O)C1=C[C@@H](c2ccc(C#C)cc2)[C@H](CCCO)[C@@H](OCC)O1	-4	0%	-2%	2%	-4	-3%	-11%	3%[38.3 µM]	-2.4%

# Compound profiles, as listed above. Values in the order: LDHA inh | GRP78 ERSR act | TrxR1 substrate | Vif-A3F inh | PI4K2A inh | Vif-APOBEC3G blk | USP1 inh | mIDH1 inhibitor | RXFP1 agonist
# Cc1ccc(NC(=O)c2cc3c([nH]c2=O)CC(C)(C)CC3=O)cc1 is listed with -2 | 1% | 3% | nt | nt | 4% | nt | nt | nt
# CC(=O)c1sc(NC(C)c2ccccc2)nc1C (stereo not drawn) is listed with 1 | -2% | 1% | 1% | -2 | -2% | -1% | 6% | 10%
